# M17LAP inhibition = P. falciparum M17LAP inhibitors, primary screen, biochemical, fluorogenic H-Leu-NHMec substrate, 1536-well (AID 1619) | recombinant M17LAP, H-Leu-NHMec fluorogenic kinetic assay; higher % means a stronger effect | inhibition, % at 30 µM; hits with a dose series show IC50 in µM | 220,000 tested, 0.38% active;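 active = compound inhibiting the enzyme by more than half at any dose during confirmatory dose-response retesting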;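 also: plate controls were full reaction with DMSO carrier for no effect and no enzyme background for full effect; strong numbers were not always called active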
# Insulin prom up = MIN6 insulin promoter up-regulation | MIN6 insulin promoter-GFP reporter, high-content imaging; stronger effect = higher value | z-score at 5 µM | 190,000 tested, 0.3% active;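 active = z-score above 3 at 5 µM with at least 500 cells counted in the well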
# Autophagy HCS = alters autophagy in cells | calls only at 10 µM (by protocol) | AID 463193 | MEF GFP-LC3 puncta imaging; test concentration mostly 10 µM | 190,000 tested, 0.98% active;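 active = percentage of spot-positive cells more than 3 SD above its plate mean, without a fluorescence outlier flag or 80% toxicity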;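 also: spot-positive cell cutoff set from DMSO-treated cells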
# ER stress rescue = protection against thapsigargin-triggered cell killing – 384-well, CSM14.1, ATP luminescence, primary screen (AID 1222). CSM14.1 thapsigargin-induced death rescue, ATP luminescence; higher % means a stronger effect. one-dose cellular ATP content (survival), % at 20 µM; EC50 in µM for titrated hits. 190,000 tested, under 10 active;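 active = EC50 below 50 µM in the dose-response confirmation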;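 also: death triggered by thapsigargin at about 15 µM added after 2 h compound pretreatment; cell ATP read after overnight thapsigargin exposure of roughly 18 to 22 hours; normalized against plate controls of thapsigargin alone and 5% DMSO vehicle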
# Dynein cargo inh = blocks dynein driven cargo transport along microtubules | 3617.4 mouse cells, GR-EGFP nuclear translocation imaging; test concentration mostly 20 µM; stimulated with dexamethasone, 1 µM; stronger effect = lower value | z-score, hits read low | 220,000 tested, 0.47% active;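 active = plate z-score of nuclear minus cytoplasmic receptor signal below a set negative limit, without overly bright fluorescence or cell loss, cut at about -3.5 in these data, passing the limit was not always enough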;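 also: z-score of nuclear minus cytoplasmic ring GR-EGFP intensity difference per well; some compounds called inactive have numbers as strong as hits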
#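 Buffer or medium: tetracycline-free induction medium containing charcoal-stripped FBS / Reagent: dexamethasone agonist, 1.0 µM final, for 30 min / Technique: automated 10x imaging of fixed Hoechst-stained cells / Times: induction 48 h, compound 1 h, agonist 30 min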
# UTI89 phage lysis = inhibition of K1F phage lysis, E. coli UTI89, bacterial capsule biogenesis inhibitors, alamar blue (AID 488966). E. coli UTI89 K1F phage lysis, alamar blue, 2 h; higher % means a stronger effect. one-dose inhibition, % at 100 µM; IC50 in µM for titrated hits. 340,000 tested, 0.02% active;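 active = phage lysis inhibition, versus mean bacterial control, above a set limit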;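 also: capsule biogenesis inhibitors block K1F phage lysis so surviving cells raise fluorescence; higher fluorescence means more inhibition of phage lysis; actives were called in the ten point dose series up to 300 µM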
# MT stabilizer = microtubule stabilizers in HeLa cells; 200,000 tested, 0.83% active; % tubulin-high responders, % at 10 µM; HeLa tubulin immunostaining HCS, 24 h; share of cells brighter than vehicle mean+2SD;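 active = plate Z-score above 3 for both tubulin-high and condensed-nucleus cell shares, with cell loss under 80%, at 10 µM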;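 also: anti alpha tubulin signal scored within the nucleus-defined area of each cell; some results filed as inactive read as strong as hits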
# bCat nuc transl = beta-catenin nuclear translocation modulation | HeLa beta-catenin nuclear translocation, immunofluorescence imaging | nuclear translocation activity, % at 5 µM | 190,000 tested, 0.3% active | AID 1665;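 active = nuclear translocation activity above 50% at 5 µM, with a well cell count of 50 or more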;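 also: per-cell ratio of nuclear to cytoplasmic median beta-catenin stain intensity; plate controls were DMSO negative control for no effect and GSK-3 inhibitor IX positive control for full effect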
#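 assay system = human HeLa cells, endogenous beta-catenin | times = compound treatment 24 h, 37°C, 5% CO2 | detection = Anti-beta-catenin immunofluorescence on PFA-fixed, Triton-permeabilized cells, DAPI nuclei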
# M1AAP inhibition = P. falciparum M1AAP inhibitors, biochemical, fluorogenic H-Leu-NHMec substrate, 1536-well (AID 1445); inhibition, % at 30 µM, or IC50 in µM where a hit was titrated; 220,000 tested, 0.42% active; recombinant M1AAP, H-Leu-NHMec fluorogenic kinetic assay; higher % means a stronger effect;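 active = primary inhibition above the hit cutoff, then over 50% inhibition at one or more dose response concentrations, cut at about 23% in these data, passing the limit was not always enough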;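 also: plate controls were DMSO full reaction for no effect and no enzyme background for full effect; strong numbers were not always called active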
# Dynein cargo inh cytoplasmic EGFP = second read-out of Dynein cargo inh, no call of its own (marks repeat the call); z-score; measured here: cytoplasmic GR-EGFP intensity; stronger effect = higher value
# Dynein cargo inh nuclear GR-EGFP = recorded beside Dynein cargo inh, whose call it bears; z-score; measured here: nuclear GR-EGFP intensity;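 lower value marks the stronger effect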
# Dynein cargo inh cell count = also measured in Dynein cargo inh; calls as there; z-score; measured here: cell count per field
# Insulin prom up cell count = further read-out of Insulin prom up, marked with its call; cell count; measured here: cytotoxicity, nuclei count;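 total cells summed across four imaged fields per well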
# bCat nuc transl cell count 5 µM = also measured in bCat nuc transl; calls as there; cell count; measured here: cell count, cytotoxicity flag
# MT stabilizer Hoechst-high % = recorded beside MT stabilizer, whose call it bears; % Hoechst-high responders; measured here: nuclear condensation Hoechst responders;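 share of cells brighter than vehicle mean plus two SD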
# MT stabilizer cytotoxicity % = recorded beside MT stabilizer, whose call it bears; toxicity, %; measured here: cytotoxicity by cell density;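 0% = mean cell density of plate MIN control wells and 100% = no cells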
# Autophagy HCS cell loss 18 h = also measured in Autophagy HCS; calls as there; toxicity, %; measured here: cell loss, nuclei count;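 cell loss after 18 h compound exposure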
# * marks the source's active call; other numbers are inactive results; i = inactive; . = not tested or not shown; [ ] = dose if it differs, or a comment. Hits appear at their usual frequency. About 2.9% of those tested had a hit in this group.
structure	UTI89 phage lysis	bCat nuc transl cell count 5 µM	Dynein cargo inh nuclear GR-EGFP	Dynein cargo inh cell count	MT stabilizer Hoechst-high %	Insulin prom up	M1AAP inhibition	ER stress rescue	M17LAP inhibition	Insulin prom up cell count	MT stabilizer cytotoxicity %	Dynein cargo inh	bCat nuc transl	MT stabilizer	Autophagy HCS cell loss 18 h	Autophagy HCS	Dynein cargo inh cytoplasmic EGFP
Cc1cccc(NC(=O)c2cc(NC(=O)CCCC(=O)O)ccc2Cl)n1	2.9%	1165	0.54	-0.4	2.6	-0.13	1%	-4.7%	17%	918	1.7	0.77	-1.7	2.7	-4	i	-0.11
Cc1nnc(SCC(=O)Nc2c(Cl)cccc2Cl)[nH]c1=O	0.8%	1104	-0.55	0.066	2.6	-0.23	6%	.	25%	1859	7.6	-1.3	-0.6	4.8	.	.	-0.12
Cc1ccc(-n2nnnc2SCC(=O)N2c3ccccc3NC(=O)C2(C)C)cc1	0.2%	932	-0.37	2.4	1.3	0.61	1%	1.4%	13%	1334	7.0	-1.1	0.7	2.7	9	i	-0.11
COC(=O)[C@@]1(Cc2ccccc2)[C@H]2c3cc(C(=O)N4CCCC4)n(Cc4ccsc4Br)c3C[C@H]2CN1C(=O)c1ccccc1	.	508	-0.38	0.5	1.9	-0.02	5%	2.7%	4%	1048	6.6	-1.5	-4.9	8.1	-21	i	0.21
Cc1c(-c2ccccc2)[n+](=O)c(-c2ccco2)c(C)n1[O-]	-0.2%	1122	0.27	0.49	0.0	0.15	5%	5.4%	-7%	1398	63	0.17	-1.5	4.1	-4	i	-0.27
C=CCn1c(SCC(=O)c2[nH]c(C)c(C(=O)OCC)c2C)nc2scc(-c3ccccc3)c2c1=O	-2.1%	906	-0.55	0.59	3.2	.	3%	-3.9%	-6%	.	20	-0.44	1.0	7.8	-10	i	-0.28
COc1ccc(Cn2ccnc2SCC(=O)Nc2cccc(NC(C)=O)c2)cc1	0.1%	1068	-0.18	0.74	1.2	-1.1	1%	.	2%	1181	2.0	-0.57	1.3	1.1	11	i	-0.31
CN1CCN(S(=O)(=O)c2cc([N+](=O)[O-])ccc2N2CCCCCC2)CC1	3.5%	1413	-0.32	0.29	2.5	0.18	9%	-0.2%	11%	1262	8.4	-0.56	4.1	1.4	-2	i	-0.096
Cc1cc(C)cc(NC(=O)N2CCN(Cc3ccc4c(c3)OCO4)CC2)c1	-0.9%	1058	0.0037	0.42	.	0.28	10%	.	0%	1423	.	0.3	-1.3	.	.	.	-0.27
COc1cccc(-c2cc(C(F)(F)F)n3nc(C(=O)Nc4c(C)n(C)n(-c5ccccc5)c4=O)cc3n2)c1	0.1%	1135	1.2	-0.18	2.4	0.32	6%	-0.4%	9%	1499	16	0.85	-6.9	2.4	-4	i	-0.3
CCOc1ccc(S(=O)(=O)NCc2ccc(OC)cc2)c2cccnc12	0.8%	636	0.8	-1.5	2.4	0.04	10%	-3.4%	-3%	1180	6.9	0.27	0.0	2.2	4	i	-0.05
O=C(O)C1CCCCC1C(=O)NCc1ccc2c(c1)OCO2 (stereo unspecified)	.	1089	0.35	-1.3	0.8	1	-2%	0.0%	15%	1480	4.8	0.83	-2.1	1.2	3	i	-0.18
COc1ccc(-c2nsc(SCC(=O)NCc3ccc4c(c3)OCO4)n2)cc1	2.5%	1127	-0.54	-0.11	2.1	-0.4	-1%	-0.4%	15%	1650	5.4	-0.77	1.6	2.5	4	i	-0.15
CCC(CC)C(=O)c1c[nH]c(C(=O)NCCCn2ccnc2)c1	-0.3%	1377	-0.58	1.2	1.9	-0.34	10%	-0.4%	1%	1511	6.6	-0.6	0.3	1.6	-7	i	-0.22
O=C(CSc1nnc(Cc2csc(Nc3cccc(Cl)c3)n2)o1)N1CCc2ccccc21	-0.5%	.	1	-2	3.0	.	3%	1.4%	1%	.	2.8	1.6	.	4.4	0	i	-0.058
C#CCOC(=O)/C(=C/C=C/c1ccccc1)NC(=O)c1ccccc1	9.0%	933	0.19	0.037	3.0	0.6	13%	0.1%	7%	1303	3.5	0.38	0.7	1.7	7	i	0.031
Cn1sc(NC(=O)c2ccc(Cl)cc2)nc1=O	-0.1%	1370	1.7	-0.87	2.2	1.1	2%	-2.2%	1%	1477	9.2	1.7	-0.2	3.2	-31	i	-0.19
CC1(C)Cc2ccccc2-c2nc(CN3CCOCC3)[nH]c(=O)c21	-0.3%	1008	-0.16	0.3	2.2	-0.7	7%	0.8%	-7%	1374	6.3	-0.86	-2.7	1.9	8	i	-0.21
CCCCNC(=O)CC(C(=O)N1CCc2ccccc21)n1ccnc1 (stereo unspecified)	2.9%	.	0.21	0.55	1.4	.	4%	-0.6%	-1%	.	5.2	0.029	.	1.5	-10	i	-0.34
COC(=O)[C@@H](NC(=O)Nc1ccc2c(c1)OCCO2)C(C)C	2.1%	1038	-0.8	-0.57	4.0	.	6%	-0.2%	23%	.	3.0	-0.43	-0.7	4.8	6	i	-0.069
COc1ccc(NC(=O)COC(=O)c2c3c(nc4ccccc24)CCCC3)cc1	-0.6%	1290	0.8	-0.22	1.6	0.36	2%	-1.3%	-4%	1565	5.3	-0.084	0.4	2.4	7	i	-0.094
CCOc1ccc(CC2CCC(=O)NC2=O)cc1 (stereo unspecified)	0.1%	1135	0.32	-0.39	2.3	-0.03	2%	-1.4%	-3%	1737	6.1	0.78	-1.2	2.4	10	i	-0.18
CCC(C(=O)O)n1nnc(-c2ccc(-c3ccc(OC)cc3)cc2)n1 (stereo unspecified)	1.5%	1190	0.53	-1.2	2.5	-0.97	6%	-2.2%	25%	1281	9.0	0.55	-5.9	3.2	-19	i	-0.28
CCCN(C(=O)CCl)C1=CCCCC1	-0.2%	1059	-0.17	0.51	1.2	.	4%	2.3%	-2%	.	5.7	-0.26	2.0	1.4	-19	i	-0.29
CCCCCN(C(=O)NC(=O)NC(C)CC)S(C)(=O)=O (stereo unspecified)	0.1%	1011	0.46	-0.64	1.1	-0.14	-1%	-1.0%	-2%	825	3.2	0.57	4.0	2.9	8	i	-0.18
Cc1nonc1C1CCCN1C(=O)c1cc(COc2ccc(F)cc2Cl)on1 (stereo unspecified)	-0.3%	981	0.36	-1.6	1.8	.	-4%	5.6%	-19%	.	5.4	0.38	-0.3	2.4	17	i	-0.025
O=[N+]([O-])c1cc(F)c(N2CCCCC2)cc1N1CCOCC1	-0.8%	1334	-0.32	0.031	1.7	-0.56	8%	-1.0%	20%	1440	9.2	-0.44	-1.6	2.4	1	i	-0.17
CCOC(=O)Cn1c2ccccc2c2nc3ccccc3nc21	0.0%	1083	0.15	-0.13	1.0	1.6	-2%	-3.3%	-1%	1307	6.7	-0.071	-2.7	1.7	0	i	-0.23
CCOc1cc(OCC)cc(C(=O)NCCCN2CCOCC2)c1	-0.2%	1076	-0.032	0.14	2.1	0.04	1%	-1.4%	0%	1200	9.8	-0.017	-3.0	1.9	13	i	-0.31
CC1CCCN(c2ccc(C(=O)NCc3ccco3)cc2[N+](=O)[O-])C1 (stereo unspecified)	1.1%[50 µM]	.	-0.7	0.76	3.9	-0.03	14%	-0.9%	-5%	1341	7.2	-0.74	.	2.1	-3	i	-0.24
O=C(CCC1CCCN(C(=O)Cc2ccc(F)cc2)C1)N1CCN(c2ccccn2)CC1 (stereo unspecified)	-0.1%	1036	0.74	-1.1	0.9	-1.8	4%	1.5%	-2%	1348	1.1	0.75	-2.9	3.3	-23	i	-0.2
Cc1cc(Oc2ccccc2)nc(NCc2ccccc2)n1	0.1%	1310	-0.95	-0.15	1.6	-0.58	-4%	-1.8%	-3%	1557	4.8	-0.63	0.1	2.5	4	i	-0.23
CSc1cc(-c2ccc(Cl)cc2)[nH]c(=O)c1C#N	0.1%	1046	.	-4.7	2.1	-0.16	1%	0.3%	7%	1544	2.1	i	-1.9	2.8	-28	i	.
c1ccc(OCc2cc(-c3ccccc3)no2)cc1	0.3%	1092	-0.49	0.08	1.8	-0.49	2%	-0.4%	4%	1268	3.6	0.18	0.8	1.2	4	i	-0.37
CCOc1ccc(/C=N/NC(=O)c2ccc(Cn3cc([N+](=O)[O-])cn3)o2)cc1	1.4%	1006	0.068	0.91	2.9	1.2	3%	-2.3%	-3%	1112	8.1	-0.1	-2.4	1.5	-7	i	-0.26
CC1CCN(S(=O)(=O)c2ccc3ncn(CC(=O)N(C)C4CCCCC4)c(=O)c3c2)CC1	i	1178	0.17	-0.072	1.5	0.18	-3%	-4.9%	-4%	1326	7.9	-0.086	-1.2	6.1	-25	i	-0.3
